# Mm-Cpn inhibitor: inhibitors of Methanococcus maripaludis chaperonin (MmCpn) | 0.031% of 330,000 active | AID 504842 | Potency, µM (series often up to 76.9 µM), without a hit: at the highest dose activity, negative = inhibition, hits mostly inhibitors | purified Mm-Cpn ATPase, ADP Transcreener TR-FRET; also: potency is read from the fitted curve at half-maximal effect; % is scaled to controls: 0 for no effect and ±100 for the full control effect; nearly all actives have a fitted effect of over 80% in size
#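 Inhibition of chaperonin ATP hydrolysis is measured as reduced ADP production, detected by competitive TR-FRET in which signal falls with ADP. Final enzyme 25 nM and ATP 10 uM, reacted 30 min at 37°C.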
# PTHR1 agonist: agonists of human PTHR1 parathyroid hormone receptor; Q03431; HEK293 GP2 PTHR1 cells, GloSensor cAMP luminescence, 1 h; Potency, µM (highest dose often 115 µM), for the others: at the top dose activation, hits mostly activators; 0.075% of 410,000 active; AID 743266; also: potency is read from the fitted curve at half-maximal effect; nearly all actives have a fitted effect of over 55% in size; some results filed as inactive show a strong effect at the top dose; inactives centre near -15; many of its hits are not listed in these tables
# Target sequence (Q03431 whole entry, looked up): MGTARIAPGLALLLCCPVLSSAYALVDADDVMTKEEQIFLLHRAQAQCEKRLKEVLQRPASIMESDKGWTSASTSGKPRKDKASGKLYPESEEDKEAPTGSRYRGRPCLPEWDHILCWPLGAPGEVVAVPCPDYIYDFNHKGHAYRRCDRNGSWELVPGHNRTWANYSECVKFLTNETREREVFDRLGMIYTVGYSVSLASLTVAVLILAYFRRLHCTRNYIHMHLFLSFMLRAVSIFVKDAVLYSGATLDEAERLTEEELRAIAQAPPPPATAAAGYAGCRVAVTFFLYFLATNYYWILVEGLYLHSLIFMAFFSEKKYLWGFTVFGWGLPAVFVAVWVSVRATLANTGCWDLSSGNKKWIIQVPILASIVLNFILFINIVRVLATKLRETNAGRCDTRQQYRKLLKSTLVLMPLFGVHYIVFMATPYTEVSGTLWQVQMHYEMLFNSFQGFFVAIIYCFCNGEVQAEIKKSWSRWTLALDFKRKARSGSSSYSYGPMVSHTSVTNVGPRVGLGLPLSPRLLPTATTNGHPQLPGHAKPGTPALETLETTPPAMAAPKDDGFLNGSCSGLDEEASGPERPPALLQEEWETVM
#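 HEK-293-derived GP2 cells expressing PTHR1 and a GloSensor cAMP reporter, 3,000/well, plated overnight, given luciferin plus IBMX (each 0.5 mM as added) for 1 h at 37 °C, then compound for 1 h at 37 °C. Luminescence was read after 15 min at room temperature.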
# CCT modulator: cytosolic chaperonin activity modulation; purified chaperonin ATPase assay, HTRF ADP detection, 30 min; activity change, % (concentration not given with the values), hits read low; 0.3% of 360,000 active; in the data active = activity change below about -30%; also: % is scaled to controls: 0 for no effect and ±100 for the full control effect
#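 Enzyme 40 or 20 nM (batch-dependent) in Tris pH 7.4/KCl/MgCl2/DTT; cpd 76 uM single point; ATP 10 uM; 30 min 37 °C; Transcreener ADP HTRF detection, 30 min RT; ratio 665/615.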
# DRD3 antagonist: blocks the human D3 dopamine receptor | D3R cells, DiscoveRx beta-arrestin luminescence, antagonist mode; active compounds read low | max response, negative = inhibition, % | 2.5% of 360,000 active | AID 652054; in the data active = max response below about -50%; inconclusive = no clear call, values can overlap the other calls; also: % is scaled to controls: 0 for no effect and ±100 for the full control effect; mostly tested at two doses, the higher about 12 µM
# Target sequence (P35462 whole entry, looked up): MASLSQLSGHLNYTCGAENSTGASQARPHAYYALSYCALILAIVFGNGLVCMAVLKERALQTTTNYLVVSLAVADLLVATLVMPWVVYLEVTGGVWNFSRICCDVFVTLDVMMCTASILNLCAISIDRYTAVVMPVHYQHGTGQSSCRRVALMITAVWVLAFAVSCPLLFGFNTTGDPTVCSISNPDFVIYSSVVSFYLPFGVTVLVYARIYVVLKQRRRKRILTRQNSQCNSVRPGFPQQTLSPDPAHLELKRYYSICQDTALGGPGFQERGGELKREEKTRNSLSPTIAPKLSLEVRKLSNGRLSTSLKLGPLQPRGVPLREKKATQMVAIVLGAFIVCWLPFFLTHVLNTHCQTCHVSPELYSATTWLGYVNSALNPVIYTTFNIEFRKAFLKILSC
#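 Cells expressing the human receptor were seeded at 1500 cells/well, incubated overnight at 37 degrees C in 5% CO2, then exposed to library compounds with dopamine controls for 90 minutes at 37 degrees C before luminescent detection.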
# D3 ag: activates the human D3 dopamine receptor | P35462 | max activation, % | D3R DiscoveRx beta-arrestin cells, luminescence, 90 min | 0.58% of 410,000 active; in the data active = max activation above about 30%; also: 0% is about no effect; mostly tested at two doses, the higher about 12 µM
#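 Cells at 1500/well, incubated overnight, then treated with pinned compounds (dopamine as control) for 90 min at 37 degrees C. DiscoveRx reagent added for 30 - 60 minutes at room temperature; luminescence read.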
# EPAC2 antag: EPAC2 (human) antagonism. EPAC2 GEF exchange of Rap1B-BODIPY-GDP, fluorescence. Q8WZA2. Potency, µM (series often up to 114 µM), for inactives: at the top dose activity, negative = inhibition, usual class: inhibitors. 0.18% of 360,000 active; also: potency is read from the fitted curve at half-maximal effect; % is scaled to controls: 0 for no effect and ±100 for the full control effect; nearly all actives have a fitted effect of over 45% in size; many of its hits are not listed in these tables
# EPAC2 ag: activates human EPAC2 exchange factor; EPAC2 activation, biochemical qHTS; response scale: 100% = 6.5 mM cAMP response; 0.079% of 360,000 active; AID 720711; Potency, µM (titrated, usually from 154 µM), inactives show top-dose activation, hits mostly activators; also: potency is read from the fitted curve at half-maximal effect; nearly all actives have a fitted effect of over 50% in size
#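 Fluorescence exchange assay: 100 nM EPAC2 with 250 nM RAP1B-BODIPY-GDP and 50 uM GDP; compounds tested as a concentration-titration series (qHTS). Loss of Rap1-bound BODIPY-GDP fluorescence read at 480/540 nm; data normalized to 6.5 mM cAMP.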
# pAkt inh: inhibitors of Akt phosphorylation. Neuro2A IGF-stimulated pAkt S473 HTRF, 20 min; active compounds read low. activity change, % for hits at 50 µM. 0.32% of 360,000 active; in the data active = activity change below about -80%; inconclusive = mostly about -51% to -80%; also: % is scaled to controls: 0 for no effect and ±100 for the full control effect
#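 Neuro2A cells (4,500/well, DMEM with 0.5% FBS) were treated with compound at a single 50 µM final concentration, stimulated with 6 nM IGF for 20 min at 37 °C, and lysed. Phospho-Akt Ser473 was read by HTRF as 665/615 ratio ×10^4.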
# * hit, by the source's call; i = inactive; u = inconclusive; x = not tested or not shown; [ ] = remark or other dose. Unless noted, calls follow the shape of the dose curve; as a rule, active = well fitted curve in the direction sought with a large enough effect; inconclusive = small, poorly fitted or top-dose-only effect, or another doubt; inactive = no such curve, though single readings can be large; an effect the other way counts as inactive or inconclusive. These rows are one share of the data; rates above refer to the full screens.
SMILES,Mm-Cpn inhibitor,PTHR1 agonist,CCT modulator,DRD3 antagonist,D3 ag,EPAC2 antag,EPAC2 ag,pAkt inh
CC1CN(C2=NC(=O)/C(=C/c3ccncc3)S2)CC(C)O1 (centres undefined),2.6%,-11.4%,-1.2,10.8,-0.8,3.4%,0.0%,i
CCN(CC)C(=O)[C@H]1CC(CC(=O)NCc2cccc(C(F)(F)F)c2)C(=O)N2CCc3c([nH]c4ccccc34)[C@]12C (some centres undefined),-0.7%,-16.9%,-0.7,2.5,3.3,-8.4%,-5.9%,i
Cc1ccc(NC(=S)N(CCCN2CCC(C)CC2)Cc2ccco2)cc1,-2.7%,i,-5.1,-63.3*,-18.4,-3.0%,5.2%,i
COc1cc(C2NC(=O)NC(O)(C(F)(F)F)C2C(=O)c2ccc(Cl)cc2)ccc1O (centres undefined),1.5%,i,0.0,-12.0,-2.9,-3.7%,-9.5%,i
O=C(NCc1cccnc1)C12CC3CC(CC(Cl)(C3)C1)C2,0.3%,-11.5%,-0.1,7.3,-7.5,-1.9%,-10.1%,i
CC(=O)OC(C=C(C)C)C/C(C)=C/COc1c2ccoc2cc2oc(=O)ccc12 (centres undefined),x,-95.1%[inhibitor],0.8,0.0,9.2,-11.1%,2.6%,i
CCC1CCCCN1C(=O)NC(=O)c1ccccc1 (centres undefined),-3.0%,i,-0.2,7.0,3.1,3.1%,3.4%,i
C=CCN(c1ccccc1)S(=O)(=O)c1cc(C(=O)NC2=NCCS2)ccc1Cl,0.7%,-3.5%,-1.2,-8.6,-2.9,-15.3%,15.5%,i
COc1cc2c(cc1OC)CN(C(=O)CCOc1ccccc1C)CC2,2.7%,-7.1%,-2.4,12.7,3.0,-10.2%,6.9%,i
C=CCn1c(SCC(=O)c2ccc(OC)cc2)nnc1-c1ccc2c(c1)OCO2,-0.4%,-5.5%,-6.7,-6.7,-4.0,-5.6%,9.5%,i
CC(=O)Nc1ccc(S(=O)(=O)N2CCN(C34CC5CC(CC(C5)C3)C4)CC2)cc1,-0.7%,-3.9%[57.5 µM],-0.8,6.5,0.6,-1.4%,-3.4%,i
O=C(CSc1nc(=O)n2ccccc2n1)N1CCN(c2ccccc2)CC1,-1.0%,i,0.6,4.9,14.8,-16.5%,2.0%,i
COc1ccc(CCNS(=O)(=O)c2ccc(Cl)s2)cc1OC,2.0%,-15.6%,-1.6,0.0,-6.3,-2.2%,16.8%,i
COc1cc(/C=N/Nc2nc(Nc3ccccc3)nc(-n3nc(C)cc3C)n2)cc(OC)c1OC,1.2%,-20.5%,-4.9,1.2,16.8,1.3%,-0.2%,i
COC(=O)c1ccc(COC(=O)CSCC(=O)Nc2ccc(C)cc2C)cc1,0.9%,-14.7%,-1.4,5.6,4.4,-7.8%,-5.2%,i

# An excerpt of these results, bar-delimited.
SMILES | Mm-Cpn inhibitor | PTHR1 agonist | CCT modulator | DRD3 antagonist | D3 ag | EPAC2 antag | EPAC2 ag | pAkt inh
O=C(NCc1cccnc1)C12CC3CC(CC(Cl)(C3)C1)C2 | 0.3% | -11.5% | -0.1 | 7.3 | -7.5 | -1.9% | -10.1% | i
CC(=O)OC(C=C(C)C)C/C(C)=C/COc1c2ccoc2cc2oc(=O)ccc12 (centres undefined) | x | -95.1%[inhibitor] | 0.8 | 0.0 | 9.2 | -11.1% | 2.6% | i
CCC1CCCCN1C(=O)NC(=O)c1ccccc1 (centres undefined) | -3.0% | i | -0.2 | 7.0 | 3.1 | 3.1% | 3.4% | i
C=CCN(c1ccccc1)S(=O)(=O)c1cc(C(=O)NC2=NCCS2)ccc1Cl | 0.7% | -3.5% | -1.2 | -8.6 | -2.9 | -15.3% | 15.5% | i

# Returning to the listing with the two entries that preceded the break.
SMILES,Mm-Cpn inhibitor,PTHR1 agonist,CCT modulator,DRD3 antagonist,D3 ag,EPAC2 antag,EPAC2 ag,pAkt inh
COc1cc(/C=N/Nc2nc(Nc3ccccc3)nc(-n3nc(C)cc3C)n2)cc(OC)c1OC,1.2%,-20.5%,-4.9,1.2,16.8,1.3%,-0.2%,i
COC(=O)c1ccc(COC(=O)CSCC(=O)Nc2ccc(C)cc2C)cc1,0.9%,-14.7%,-1.4,5.6,4.4,-7.8%,-5.2%,i
Clc1cccc(-c2ccc(/C=N/n3cnnc3)o2)c1Cl,-3.3%,i,0.2,38.5,-0.8,-4.9%,6.8%,i
COc1cc(OC)cc(C(=O)Nc2ncc3c(n2)CC(C)CC3=O)c1 (centres undefined),0.1%,-24.9%[57.5 µM],-1.6,-4.2,1.4,4.3%,3.0%,i
O=C(COC(=O)COc1ccccc1[N+](=O)[O-])Nc1ccc(S(=O)(=O)N2CCCCC2)cc1,1.3%,i,-1.3,22.6,2.1,-1.9%,15.5%,i
CC(C)(C)c1ccc(C(O)c2ncc(-c3ccccc3)[nH]2)cc1 (centres undefined),x,-18.4%,1.9,-16.7,-6.0,-21.6%,-0.5%,i
CC(C)NC(=O)C1(C)CCN1C(=O)C/C=C/c1ccccc1 (centres undefined),x,i,-1.9,2.5,-1.5,3.3%,3.8%,i
Cn1cnnc1SCc1ccccc1Br,-0.9%,-16.1%[57.5 µM],-1.9,8.8,0.9,4.8%,7.5%,i
Cc1cc(Nc2ccc(F)cc2Cl)n2ncnc2n1,3.1%,-22.3%,1.4,10.3,2.5,-1.6%,5.5%,i
COc1ccc(NC(=O)CN(C)C(=O)CNC(=O)c2ccc3ccccc3c2)cc1,-4.8%,-20.5%,-3.2,7.2,-21.0,2.2%,-12.7%,i
CC(=NNC(=S)N1CCN(c2ccccn2)CC1)c1nccs1,x,-1.5%,-3.7,-20.9,8.6,3.1%,3.0%,i
Cc1ccc(NC(=O)c2ccc3c(c2)N(CC(=O)N2CCCCC2)C(=O)C(C)(C)O3)cc1,-1.0%,-8.7%[57.5 µM],0.3,-3.1,4.2,0.3%,4.6%,-120.9%*
O=c1[nH]c2ccc(S(=O)(=O)Nc3ccc(-c4nnc5n4CCCCC5)cc3)cc2o1,-4.4%,i,-1.5,6.8,-0.2,3.0%,-5.0%,i
CCCCn1c(N)c(N(CC(C)C)C(=O)C2CC(=O)N(c3ccc(C)cc3)C2)c(=O)[nH]c1=O (centres undefined),-0.2%,i,2.7,-9.2,4.9,-3.0%,4.8%,i
CC(C)(C)C1CCc2onc(C(=O)O)c2C1 (centres undefined),2.6%,i,0.1,3.7,2.4,14.9%,1.3%,i
N#CCCC(C#N)(c1cccnc1)N1CCOCC1 (centres undefined),x,i,-0.8,-3.8,-3.7,2.9%,3.2%,i
O=C(c1cc(-c2ccccc2O)on1)N1CCOCC1,0.4%,-11.1%,-1.3,-8.0,-4.7,-0.7%,10.4%,i
Cc1ccc(C)c(S(=O)(=O)N2C(=S)NC(=O)C2C(C)C)c1 (centres undefined),0.8%,-14.9%,0.2,1.1,0.5,-2.0%,3.6%,i
O=C(Nc1ccc2c(c1)OCO2)c1ccc(Br)o1,2.3%,-7.3%[57.5 µM],-0.2,9.0,10.4,4.6%,6.4%,i
O=C(NCc1ccccc1)c1ccc(S(=O)(=O)C(F)F)cc1,-4.2%,i,-1.5,54.6,1.4,6.1%,-2.2%,i
Cc1c(Cl)cccc1NC(=S)N(CCCN1CCOCC1)Cc1cccs1,-1.0%,i,0.4,13.1,-14.2,-3.7%,8.7%,i
CC1CCC(NC(=O)C(NC(=O)c2ccccc2)C(C)C)CC1 (centres undefined),3.0%,-59.5%,-0.1,u,-1.5,1.8%,9.8%,i
COc1ccc(CN2C(=O)c3ccccc3C2(C)c2nc3ccccc3[nH]2)cc1 (centres undefined),x,-6.8%,1.0,-29.4,2.4,-3.0%,8.6%,i
CCc1ccccc1NC(=O)Nc1ccc(F)cc1F,-0.9%,i,1.4,17.6,-3.3,0.9%,4.5%,i
O=C(NC(Cc1c[nH]c2ccccc12)C(=O)OCC(=O)c1cccc2ccccc12)c1cccs1 (centres undefined),-24.2%,-21.5%,-0.5,-21.5,3.7,19.7%,10.0%,i
O=S(=O)(c1ccccc1)c1ccc(N2CCCCCC2)cc1,-0.9%,-38.0%[inhibitor],-0.3,-2.5,-0.4,-6.5%,7.2%,i
CCCCCC(=O)N(Cc1ccccc1)c1c(N)n(CCOC)c(=O)[nH]c1=O,x,i,-2.3,-13.0,-8.5,-0.5%,-4.6%,i
O=C1NCCCc2c1oc1ccc(O)cc21,-0.1%,-22.1%[57.5 µM],-4.4,4.9,-13.6,-5.9%,-0.8%,i
CCOc1ccccc1C(=O)NCC(=O)N(C)CC(=O)Nc1ccc(N2CCOCC2)cc1,x,-13.2%,0.0,18.8,-0.6,7.2%,2.2%,i
CS(=O)(=O)c1ccc(Cl)c(NC(=O)CCN2C(=O)C3CC=CCC3C2=O)c1 (centres undefined),-0.4%,-0.4%,-1.4,-19.0,4.2,-10.1%,-3.1%,i
COCCCNC(=O)Cn1nnc(-c2ccc(NC(=O)c3ccccc3F)cc2)n1,1.7%,-18.2%[57.5 µM],-6.6,1.3,0.4,-0.7%,14.9%,i
C[C@@]12C(=O)N(Cc3ccco3)CC(=O)N1[C@H]1c3cc(Cl)ccc3OC[C@@H]1[C@@H]2c1ccccc1,-4.0%,-3.4%,-1.6,-0.5,-0.2,9.2%,8.4%,i
COc1ccc(S(=O)(=O)Nc2cccc(N(C)S(C)(=O)=O)c2)cc1C,-1.0%,-27.5%,-0.3,26.4,4.1,5.5%,-1.4%,i
CCOC(=O)N1CCN(S(=O)(=O)c2ccc(C(=O)Nc3sc4c(c3C#N)CC(C)(C)NC4(C)C)cc2)CC1,-3.4%,-16.9%,-1.7,0.9,7.3,19.5%,-3.6%,i
Nc1cccc2c1C(=O)N(CC(=O)NC13CC4CC(CC(C4)C1)C3)C2=O,-3.1%,-24.5%,-1.5,-11.2,5.2,12.1%,16.0%,i
C#CCNC(=O)C1=C[C@H](c2ccc3c(c2)OCO3)[C@@H](CCCO)[C@H](OCC)O1,x,-15.0%,-1.4,0.0,0.3,-8.5%,7.3%,i
COC(OC)c1ccnc(-c2ccc(OC(=O)c3cccs3)cc2)n1,-2.6%,-7.9%,-1.2,15.5,2.3,3.8%,7.7%,i
CCOc1cc(C(=O)Nn2cnnc2)cc(OCC)c1OCC,0.8%,-24.1%,-3.2,-4.0,0.1,3.0%,8.9%,i
O=C(COc1ccc(/C=N/NS(=O)(=O)c2ccccc2)cc1)NCCc1ccccc1,-0.5%,-24.6%[57.5 µM],0.6,u,1.8,0.3%,7.7%,i
CCC(=O)N(Cc1cc2ccc(C)cc2n2nnnc12)C1CCCCC1,-0.6%,i,-2.0,3.4,2.0,-3.4%,-4.9%,i
